# RSV antiviral HEp-2: RSV antiviral activity via CPE protection, HEp-2 cells, primary 10 µM value included (AID 2391) | actives 0.13% (n = 310,000) | CPE inhibition, % at 10 µM, or IC50 in µM where a hit was titrated | HEp-2 cells, RSV-induced CPE inhibition; higher % means a stronger effect; in the data active = a potency from the dose series; inconclusive = CPE inhibition mostly from about 23% at the one dose, without a potency; inactive = the rest, 99 in 100 with CPE inhibition below about 21%; also: strong numbers were not always called active
# Large T inhibition: SV40 large T antigen inhibitors, biochemical (AID 1903); actives 0.39% (n = 310,000); inhibition, % at 20 µM; hits with a dose series show IC50 in µM; SV40 large T antigen ATPase/helicase inhibition assay; higher % means a stronger effect; in the data active = a potency from the dose series; inconclusive = inhibition mostly from about 32% at the one dose, without a potency; inactive = the rest, 99 in 100 with inhibition below about 32%; also: strong numbers were not always called active
# ER stress rescue: rescue of cells from ER stress-induced death, primary screen, 384-well, CSM14.1, thapsigargin, ATP luminescence (AID 1222); 190,000 tested, under 10 active; CSM14.1 thapsigargin-induced death rescue, ATP luminescence; higher % means a stronger effect; cellular ATP content (survival), % at 20 µM, or EC50 in µM where a hit was titrated;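 active = EC50 below 50 µM in the dose-response confirmation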;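 also: death triggered by thapsigargin at about 15 µM added after 2 h compound pretreatment; cell ATP read after overnight thapsigargin exposure of roughly 18 to 22 hours; normalized against plate controls of thapsigargin alone and 5% DMSO vehicle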
# West Nile virus CPE: West Nile virus antiviral activity, cell-based, CPE readout (AID 1621). one-dose CPE inhibition, % at 10 µM; IC50 in µM for titrated hits. actives 0.02% (n = 290,000). West Nile virus-infected cells, CPE inhibition; higher % means a stronger effect; in the data active = a potency from the dose series; inconclusive = CPE inhibition mostly from about 3.7% at the one dose, without a potency; inactive = the rest, 99 in 100 with CPE inhibition below about 2.2%; also: strong numbers were not always called active
# WT yeast gro inh: growth inhibition of WT strain, primary screen, mitochondrial fusion inhibitor project, WT and mutant strains, chemical genetic; mitochondrial fusion phenotypic screen; inhibition, % at 10 µM; actives 2.1% (n = 190,000); AID 1362, 2008; in the data active = inhibition above about 58%; tested in S. cerevisiae
# XIAP antagonists: XIAP antagonists, biochemical, IAP family, fluorescence polarization (AID 1018); E3 ubiquitin-protein ligase XIAP (Homo sapiens); XIAP BIR domain, fluorescence polarization peptide displacement; higher % means a stronger effect; displacement, % at 20 µM; hits with a dose series show IC50 in µM; actives 0.007% (n = 200,000); in the data active = displacement above about 50%; also: a part of the inactive calls stands beside numbers as strong as those of hits
# Dengue-2 NS5 capping: Dengue-2 NS5 methyltransferase inhibitors, primary screen, biochemical, confirmation dose response (AID 588689); Dengue-2 NS5 methyltransferase capping enzyme assay, biochemical; higher % means a stronger effect; inhibition, % at 25 µM, or IC50 in µM where a hit was titrated; actives 0.3% (n = 340,000); in the data active = a potency from the dose series; inconclusive = inhibition above about 29% without an active follow-up result
# K1F lysis inhibition: inhibition of K1F phage lysis, E. coli UTI89, bacterial capsule biogenesis inhibitors, alamar blue (AID 488966) | one-dose inhibition, % at 100 µM; IC50 in µM for titrated hits | actives 0.02% (n = 340,000) | E. coli UTI89 K1F phage lysis, alamar blue, 2 h; higher % means a stronger effect;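 active = phage lysis inhibition, versus mean bacterial control, above a set limit; inconclusive = no clear call, values can overlap the other calls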;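 also: capsule biogenesis inhibitors block K1F phage lysis so surviving cells raise fluorescence; higher fluorescence means more inhibition of phage lysis; actives were called in the ten point dose series up to 300 µM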
# Yfh1-depleted yeast: enhancers of respiration in Yfh1-depleted yeast, dose response, Friedreich's ataxia, plus single-dose screen (AID 1465); S. cerevisiae Yfh1-off respiration, WST-1 reduction, 72 h; higher fold induction means a stronger effect; fold induction at 50 µM; hits with a dose series show EC50 in µM; actives 0.074% (n = 220,000);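 active = fold induction of absorbance versus untreated yeast above a set limit, then at least 30% activation at any dose in follow-up; inconclusive = repeats straddling the limit, or above it without dose testing; inactive = fold induction below the set limit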;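 also: activators that raise dye reduction in frataxin-depleted yeast; strong numbers were not always called active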
# WT yeast gro inh mutant strain: also measured in WT yeast gro inh; calls as there; inhibition, %; mitochondrial fusion phenotypic screen, mutant strain inhibition
# * = called active by the depositor; i = inactive; ? = inconclusive; nt = not tested or not shown; [ ] = remark or other dose.
SMILES,RSV antiviral HEp-2,Large T inhibition,ER stress rescue,West Nile virus CPE,WT yeast gro inh,WT yeast gro inh mutant strain,XIAP antagonists,Dengue-2 NS5 capping,K1F lysis inhibition,Yfh1-depleted yeast
Cc1oc2c(c(C)cc3oc(=O)c(CC(=O)NCCCO)c(C)c32)c1C,1.4%,3%,nt,0.9%,nt,nt,nt,-2%,-0.1%,nt
O=C(COC(=O)c1cccc(S(=O)(=O)N2CCCCC2)c1)NC1CCCc2ccccc21 (stereo unspecified),1.7%,17%,0.1%,0.1%,-10,4,-5.8%,9%,7.1%,i
COc1cc(/C=N/NC(=O)C2=NNC(=O)C2C)ccc1O (stereo unspecified),0.8%,27µM*,nt,0.7%,nt,nt,nt,-6%,0.2%,i
COc1ccc(NC(=O)Cn2c(=O)n(CC(=O)NCc3ccco3)c(=O)c3ccccc32)cc1,1.1%,2%,1.3%,-0.7%,-19,1,-3.0%,-2%,0.2%,i
O=C(NC1C2CC3CC(C2)CC1C3)c1ccc(N2CCNCC2)c([N+](=O)[O-])c1 (stereo unspecified),-1.7%,2%,nt,0.4%,nt,nt,nt,4%,-1.3%,i
Cc1sc2ncn(CC(=O)N3CCN(c4ccccc4F)CC3)c(=O)c2c1S(=O)(=O)N1CCOCC1,1.3%,13%,nt,-0.2%,nt,nt,nt,3%,-0.1%,nt
CCOc1ccccc1N1C(=O)c2ccc(S(=O)(=O)c3ccc(C(=O)O)cc3)cc2C1=O,2.3%,25%,nt,-0.8%,nt,nt,nt,-4%,0.0%,nt
COc1ccc(S(=O)(=O)Nc2ccc(S(=O)(=O)N3CCOCC3)cc2)cc1,1.1%,4%,0.5%,0.1%,-8,-5,-5.8%,-6%,-0.7%,i
CCOc1ccc(NC(=O)CN(C)C(=O)c2cc(-c3ccc(OC)cc3)nc3ccccc23)cc1OCC,0.8%,12%,nt,nt,nt,nt,nt,1%,1.1%[50 µM],nt
Cc1cc(N2CCOCC2)nc2ccc(NC(=S)NCCN(C)C)cc12,-0.4%,-10%,nt,-0.1%,nt,nt,nt,-4%,-0.1%,nt
COc1cc2oc(=O)c3c(c2cc1OCC(=O)c1c(C)n(C)c2ccccc12)CCCC3,1.2%,-1%,-2.2%,-0.5%,-20,-10,-6.6%,-7%,2.9%,i
O=C1CC(c2c(F)cccc2Cl)C2=C(COC2=O)N1 (stereo unspecified),1.0%,9%,-2.9%,1.0%,0,3,2.7%,-4%,0.3%,i
COc1cccc(OCC(=O)NNC(=O)CCc2ccccc2)c1,-1.5%,2%,1.2%,0.7%,-6,-10,-16%,-2%,0.1%,i
Cc1csc(NC(=O)C(NS(=O)(=O)c2ccc(Br)s2)c2ccccc2)n1 (stereo unspecified),4.4%,13%,0.0%,-0.2%,34,5,-7.1%,-1%,11%,i
Cn1c(CNC(=O)CNC(=O)c2ccccc2F)cc(=O)n(C)c1=O,-0.4%,8%,nt,-0.6%,nt,nt,nt,3%,0.1%,nt
Cc1oc(S(=O)(=O)N2CCCCC2)cc1NC(=O)Nc1ccccc1,2.0%,7%,nt,-0.2%,nt,nt,nt,-11%,-0.9%,i
Cc1nc(-c2ccccc2)sc1C(=O)CSc1ccc(F)cc1,5.0%,5%,-1.6%,0.1%,44,31,-4.8%,-2%,-2.6%[50 µM],i
COc1cc(NC(=O)C(=O)NCCN2CCNCC2)c(OC)cc1Cl,-2.4%,14%,0.8%,-0.6%,2,5,0.5%,-5%,-0.9%,i
C[N+]1(CCOC(=O)C2(c3ccccc3)CCCC2)CCCCC1,0.1%,19%,0.1%,0.6%,1,3,-1.2%,-1%,0.6%,i
Nc1ccncc1N,-1.1%,7%,nt,nt,nt,nt,nt,-3%,0.3%,nt
CCOC(=O)Cc1csc(NC(=O)c2cccc(N3C(=O)CCC3=O)c2)n1,-0.1%,10%,-2.3%,0.6%,-2,4,-8.6%,1%,6.8%,i
O=C(O)CC1(CC(=O)NCc2ccc(C(F)(F)F)cc2)CCCCC1,3.5%,6%,nt,0.8%,nt,nt,nt,-3%,-0.9%,i
CCN(Cc1ccccc1)S(=O)(=O)c1ccc(C(=O)N(CCCN(C)C)c2nc3c(F)cccc3s2)cc1,1.6%,0%,nt,0.0%,nt,nt,nt,-8%,0.0%,nt
CCOC(=O)c1cn2cccnc2n1,0.5%,-7%,-0.8%,0.3%,-1,15,-6.4%,1%,0.5%,i
CCOc1cc(/C=C2/C(=N)N3N=C(CC)SC3=NC2=O)ccc1OC(=O)c1ccco1,0.8%,2%,nt,1.5%,nt,nt,nt,5%,0.1%,nt
Cc1ccc(NC(=O)Nc2nc(-c3ccc(C)s3)cs2)cc1,?,17%,-1.5%,0.1%,14,-6,-0.9%,-5%,0.6%,i
CCCN(CCC)CCCOC(=O)c1ccc(Cl)cc1Cl,0.6%,1%,6.7%,-0.1%,26,10,-5.5%,-3%,0.3%,i
O=C(NCCn1ccc2ccccc21)C1CCCCC1,2.1%,-2%,-1.2%,-0.3%,12,7,2.2%,1%,2.3%,i
O=C(Cc1cccs1)Nc1ccc(S(=O)(=O)N2CCCC2)cc1,5.3%,11%,-1.2%,0.1%,16,0,-1.5%,8%,0.1%,i
CC(C)Cn1c(CN(Cc2ccccc2)Cc2ccccc2)nc2c1c(=O)n(C)c(=O)n2C,5.0%,17%,nt,0.1%,86*,23*,-4.1%,1%,0.2%,i
C/C(=N\NC(=O)C(N)=O)c1cccc([N+](=O)[O-])c1,2.1%,5%,-2.4%,0.1%,-6,16,-16%,-1%,-0.2%,i
Cc1ccc(CNC(=O)c2ccc(S(=O)(=O)Nc3c(C)n(C)n(-c4ccccc4)c3=O)cc2)cc1,0.9%,17%,nt,0.0%,nt,nt,nt,-9%,0.1%,i
CC[N+](C)(CC)CC(=O)OCC1C(C)C=C(C)CC1C (stereo unspecified),1.5%,16%,nt,0.5%,nt,nt,nt,-9%,-0.5%,i
CCCCC[C@H](O)/C=C/C1=C(CCCCCCC(=O)O)C(=O)CC1,1.2%,12%,-1.8%,-0.1%,5,-3,-7.3%,-9%,-0.5%,i
COC(=O)C1=C(C)N(Cc2ccccc2)C(=O)N[C@H]1c1ccco1,1.5%,9%,nt,-0.4%,nt,nt,nt,-2%,0.6%,i
Cc1ccc(-c2nn(C)c(=O)c3ccccc23)cc1CNC(=O)/C=C/c1ccccc1,21%,7%,-0.3%,-0.3%,-4,-1,-3.9%,-5%,0.4%,i
Cc1ccc(S(=O)(=O)N2CCOCC2)cc1NC(=O)CSc1ncccn1,-0.4%,10%,nt,nt,nt,nt,nt,5%,1.2%[50 µM],nt
Cc1ccsc1/C=N/NC(=O)c1ccc([N+](=O)[O-])cc1,0.9%,13%,-0.6%,0.8%,6,5,-3.8%,0%,0.2%,i
COC(=O)c1ccccc1S(=O)(=O)C(C)(C)C,0.4%,8%,-4.1%,0.7%,-9,-7,-9.4%,3%,-0.2%,i
COc1ccc(N2CCN(c3ccc([N+](=O)[O-])nc3)CC2)cc1,0.7%,14%,-2.9%,-0.4%,16,8,-3.4%,6%,-0.4%,i
COCCCN(C(=O)c1ccccc1F)c1nc(-c2ccc(OC)cc2)cs1,9.1%,9%,nt,-0.7%,nt,nt,nt,3%,0.7%,nt
Cc1cc(C)c(N(C(=O)c2csnn2)C(C(=O)NC2CCCC2)c2ccncc2)c(C)c1 (stereo unspecified),-0.1%,5%,nt,-0.6%,nt,nt,nt,-12%,0.3%,nt
CC(C)(C)C1=NN(c2ccc([N+](=O)[O-])cc2)C(c2ccccc2)C1 (stereo unspecified),1.0%,-4%,-1.0%,-0.7%,56,20,-3.9%,-10%,-0.1%,i
COc1ccc(NC(=O)C2=CC(c3ccc(OC)cc3)=NS(=O)(=O)N2C)cc1,2.5%,4%,nt,-1.1%,nt,nt,nt,-1%,9.2%,nt
C#Cc1ccc([C@@H]2C=C(C(=O)OCC=C)O[C@H](OCC)[C@H]2CCCO)cc1,1.8%,3%,-4.6%,nt,0,-11,-4.6%,-1%,0.8%,nt

# Reprinted at random: five records from the list, in no set order.
SMILES,RSV antiviral HEp-2,Large T inhibition,ER stress rescue,West Nile virus CPE,WT yeast gro inh,WT yeast gro inh mutant strain,XIAP antagonists,Dengue-2 NS5 capping,K1F lysis inhibition,Yfh1-depleted yeast
CC(C)(C)C1=NN(c2ccc([N+](=O)[O-])cc2)C(c2ccccc2)C1 (stereo unspecified),1.0%,-4%,-1.0%,-0.7%,56,20,-3.9%,-10%,-0.1%,i
C#Cc1ccc([C@@H]2C=C(C(=O)OCC=C)O[C@H](OCC)[C@H]2CCCO)cc1,1.8%,3%,-4.6%,nt,0,-11,-4.6%,-1%,0.8%,nt
Cc1cc(C)c(N(C(=O)c2csnn2)C(C(=O)NC2CCCC2)c2ccncc2)c(C)c1 (stereo unspecified),-0.1%,5%,nt,-0.6%,nt,nt,nt,-12%,0.3%,nt
CC[N+](C)(CC)CC(=O)OCC1C(C)C=C(C)CC1C (stereo unspecified),1.5%,16%,nt,0.5%,nt,nt,nt,-9%,-0.5%,i
COc1ccc(NC(=O)C2=CC(c3ccc(OC)cc3)=NS(=O)(=O)N2C)cc1,2.5%,4%,nt,-1.1%,nt,nt,nt,-1%,9.2%,nt

# Continued.
SMILES,RSV antiviral HEp-2,Large T inhibition,ER stress rescue,West Nile virus CPE,WT yeast gro inh,WT yeast gro inh mutant strain,XIAP antagonists,Dengue-2 NS5 capping,K1F lysis inhibition,Yfh1-depleted yeast
CCCCn1cnc2c([nH]c3ccccc32)c1=O,-0.3%,4%,1.2%,0.1%,-6,-13,-4.7%,-4%,0.2%,i
O=C(NCc1ccc2c(c1)OCO2)C(=O)NCC1CCCO1 (stereo unspecified),1.8%,10%,-0.2%,0.6%,-6,-3,-2.7%,nt,0.4%,i
Cc1ccc(-n2nnnc2CCl)cc1,nt,20%,0.6%,0.1%,-10,-3,-5.4%,-4%,0.6%,i
Cc1occc1C(=O)NC1CCCCCCC1,1.7%,4%,-1.1%,0.1%,6,42,-5.1%,-3%,2.0%[50 µM],i
Cc1cc(C)n(C(=O)c2ccc([N+](=O)[O-])c(Cl)c2)n1,3.8%,2%,-3.8%,-0.1%,-12,13,0.5%,-1%,0.3%,i
COc1ccc(Cc2nc3ccc(C(=O)N4CCC(N(C)C)C4)cc3o2)cc1 (stereo unspecified),-0.2%,14%,nt,-0.3%,nt,nt,nt,0%,0.2%,nt
COc1ccc(C(C(=O)NCc2ccccc2)N(Cc2ccco2)C(=O)c2snc(C(N)=O)c2N)cc1OC (stereo unspecified),4.3%,5%,nt,0.6%,nt,nt,nt,2%,0.2%,nt
Cc1ccc(C2C(=O)N(C3CCCC3)CC(=O)N2CC2COc3ccccc3O2)cc1 (stereo unspecified),0.9%,3%,-0.7%,-0.5%,-5,-9,1.5%,-5%,5.3%,i
Nc1nnc(CC(=O)N/N=C/c2ccc(-c3ccccc3Cl)o2)s1,2.8%,6%,-0.1%,-0.3%,-3,2,-6.0%,-11%,0.3%,i

# Screening data as filed in PubChem BioAssay.

# This is a random part of the collection; 2.2% or so of the library scored in one or more.
